# LYP inhibition: inhibitors of LYP phosphatase, biochemical, fluorescence intensity, uHTS (AID 1779); 0.054% of 290,000 active; Tyrosine-protein phosphatase non-receptor type 22 (Homo sapiens); recombinant LYP phosphatase, fluorescence intensity; higher % means a stronger effect; inhibition, % at 11.5 µM; hits with a dose series show IC50 in µM; in the data active = inhibition above about 50%;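 also: plate controls were vehicle with enzyme for no effect and no enzyme for full effect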
# T cell modulator: modulators of CD8 T cell-vesicle binding, primary screen, mouse 2C CD8+ T cells, flow cytometry; 0.068% of 330,000 active; calls only at 7 µM; 2C CD8+ T cell-vesicle binding; stronger effect = lower value;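 active = response, share of CD8 T cells binding vesicles, and their 90th percentile fluorescence all below set limits, cut at about 80% in these data, passing the limit was not always enough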
#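 Test system: purified 2C TCR transgenic mouse naive CD8+ T cells. Probe or stimulus: QL9-peptide-loaded Drosophila micro-vesicles bearing Ld, ICAM-1 and B7-1. Incubation: binding step 1.5 h, 37 °C, antibody labelling 20 min, ice. Measured by: flow cytometry of vesicle-bound cells.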
# GPR35 arrestin U2OS: GPR35 antagonists blocking zaprinast-driven arrestin recruitment, primary screen, imaging, U2OS, beta-arrestin-GFP, zaprinast agonist (AID 2058); G-protein coupled receptor 35 (Homo sapiens); inhibition, % at 10 µM, or IC50 in µM where a hit was titrated; U2OS GPR35 beta-arrestin-GFP translocation imaging, zaprinast antagonism; higher % means a stronger effect; 0.052% of 290,000 active;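 active = inhibition of at least 50% with at least 30 cells and total cytoplasm GFP at most 10,000,000; inconclusive = under 30 cells or total GFP of 10,000,000 plus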
# NTR1 ag: agonists of NTR1, primary screen, imaging, U2OS cells, beta-arrestin-GFP, high content (AID 493036); Neurotensin receptor type 1 (Homo sapiens), P30989; NTR1-U2OS beta-arrestin-GFP spot imaging, agonist mode; activation, % at 20 µM; 0.17% of 330,000 active;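 active = activation at or above 40% of the spot to cytoplasm intensity ratio, with at least 20 cells analyzed; inconclusive = wells under 20 cells, flagged as cytotoxic or low count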;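 also: 0% = DMSO without peptide and 100% = 100 nM NTR1 peptide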
# Target sequence (P30989 whole entry, looked up): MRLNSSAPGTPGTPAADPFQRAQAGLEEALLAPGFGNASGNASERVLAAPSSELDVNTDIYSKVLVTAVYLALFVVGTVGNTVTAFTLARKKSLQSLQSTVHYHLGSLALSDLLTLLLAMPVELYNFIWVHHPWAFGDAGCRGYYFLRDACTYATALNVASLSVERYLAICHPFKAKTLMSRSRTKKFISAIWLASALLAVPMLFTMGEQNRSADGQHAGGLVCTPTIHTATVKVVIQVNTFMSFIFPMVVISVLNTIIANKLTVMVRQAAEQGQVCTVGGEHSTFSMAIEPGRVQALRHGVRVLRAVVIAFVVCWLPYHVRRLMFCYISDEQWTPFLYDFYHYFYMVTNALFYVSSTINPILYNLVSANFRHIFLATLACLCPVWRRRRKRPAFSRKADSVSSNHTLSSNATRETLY
# GPR55 antagonists: GPR55 antagonists blocking LPI-driven arrestin recruitment, primary screen, imaging, U2OS, beta-arrestin-GFP, LPI agonist (AID 2013); G-protein coupled receptor 55 (Homo sapiens); U2OS GPR55 beta-arrestin-GFP translocation imaging, LPI antagonism; higher % means a stronger effect; inhibition, % at 10 µM, or IC50 in µM where a hit was titrated; 0.13% of 290,000 active;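 active = spots per cell inhibited over 60%, with over 100 cells counted and total cytoplasm intensity under 500,000; inconclusive = wells with under 100 cells, flagged as likely toxic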;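 also: U2OS cells stably carrying GPR55 and arrestin-GFP stimulated by 5 µM LPI near EC80; imaged beta-arrestin-GFP aggregate spots per cell after agonist stimulation; plate controls were LPI-stimulated DMSO wells for no effect and DMSO wells without LPI for full effect; some results filed as inactive read as strong as hits; confirmed hits need IC50 under 10 µM and bright autofluorescent wells are also inconclusive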
# GPR55 activation: GPR55 agonists via beta-arrestin recruitment, primary screen, imaging, U2OS cells, beta-arrestin-GFP redistribution (AID 1961); G-protein coupled receptor 55 (Homo sapiens); U2OS GPR55 beta-arrestin-GFP redistribution imaging; higher % means a stronger effect; one-dose activation, % at 10 µM; EC50 in µM for titrated hits; 0.048% of 290,000 active;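 active = activation above 40% with more than 50 cells counted in the well; inconclusive = wells holding fewer than 50 cells, flagged as toxic or sparse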;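 also: U2OS osteosarcoma cells stably expressing GPR55 and beta-arrestin-GFP; plate controls were DMSO negative control for no effect and LPI positive control for full effect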
# Lipid droplet: inhibitors of hepatocyte lipid droplet formation, primary screen, imaging, high-throughput imaging, BODIPY stain; inhibition, % at 6.5 µM; AID 1656, 2009; AML12 mouse hepatocytes, oleate lipid droplets; 0.4% of 240,000 active;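 active = lipid droplet intensity inhibited by at least 50%, with more than 500 cells counted; inconclusive = wells with under 300 cells, treated as cytotoxic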
#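 Technique: fluorescence imaging, 20x objective, two fields per well / Assay system: AML12 hepatocytes (mouse) / Measure: % inhibition of lipid droplet signal / Doses: 6.5 µM single-point dosing / Incubation: overnight exposure / Reagent: 100 µM oleic acid challenge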
# SV40 large T antigen: SV40 large T antigen inhibitors, biochemical (AID 1903); 0.39% of 310,000 active; inhibition, % at 20 µM, or IC50 in µM where a hit was titrated; SV40 large T antigen ATPase/helicase inhibition assay; higher % means a stronger effect; in the data active = a potency from the dose series; inconclusive = inhibition mostly from about 32% at the one dose, without a potency; inactive = the rest, 99 in 100 with inhibition below about 32%; also: strong numbers were not always called active
# Rac1 GTP hydrolysis: MgcRacGAP GTPase-activating activity inhibitors, confirmation, biochemical, ADP Hunter fluorescence; MgcRacGAP-stimulated Rac1 GTP hydrolysis, ADP Hunter fluorescence; higher % means a stronger effect; GST-tagged Rac1 F28L mutant substrate; AID 624330, 2012; Rac GTPase-activating protein 1 (Homo sapiens); inhibition, % at 30 µM, or IC50 in µM where a hit was titrated; 0.6% of 340,000 active;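 active = first-screen hits whose inhibition reached a set limit at any dose in the follow-up dose series; inconclusive = inhibition above the set first-screen limit but never retested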;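 also: fluorescence reports GDP produced by GAP-driven GTP hydrolysis; strong numbers were not always called active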
# Lipid droplet cells 6.5 µM: recorded beside Lipid droplet, whose call it bears; cell count; measured here: cell count, cytotoxicity flag;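 cells counted across two imaged fields per well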
# T cell modulator vesicle-bound %: further read-out of T cell modulator, marked with its call; double positive events, %; measured here: CD8+ vesicle-bound cell fraction;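 binding gate set so that unloaded-vesicle control wells show 10% double positive cells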
# NTR1 ag cell count 20 µM: recorded beside NTR1 ag, whose call it bears; cell count; measured here: cell count, cytotoxicity flag
# Active calls of the source: *; i = inactive; ? = inconclusive; . = no result given.
SMILES,LYP inhibition,T cell modulator,T cell modulator vesicle-bound %,GPR35 arrestin U2OS,NTR1 ag,NTR1 ag cell count 20 µM,GPR55 antagonists,GPR55 activation,Lipid droplet,Lipid droplet cells 6.5 µM,SV40 large T antigen,Rac1 GTP hydrolysis
O=c1cc(CCl)nc2sc3ccccc3n12,2%,i,41,5%,3.3,59,11%,-0.6%,5,709,15%,10%
CC(C)(C)c1ccc(OCCCn2ccnc2)cc1,0%,i,34,-9%,-0.7,55,12%,-0.2%,-6,806,11%,31%
CC(=O)c1ccc(-n2c(=O)[nH]c(=O)c3c(N)c(C(=O)c4ccc(Cl)cc4)sc32)cc1,4%,i,45,5%,20,74,-4%,0.0%,0,753,21%,2%
CC(C)C[C@H](NC(=O)N1CCn2c1nc1ccccc12)C(=O)NCCc1ccccc1,-12%,i,20,-5%,2.9,68,97%,-0.2%,0,717,11%,10%
Cc1cccc2nc(COc3ccc4ccccc4c3Br)cn12,-2%,i,12,-4%,16,54,-8%,0.4%,-1,721,9%,-4%
Cc1ccc(C(=O)Nc2sc(C)c(C)c2C(=O)c2ccccc2)cc1,4%,i,23,3%,7.1,57,18%,-0.3%,-6,673,-2%,16%
Cc1ccccc1C(=O)N1c2ccccc2OCC1C(C)(C)C (centres undefined),-7%,i,39,2%,3.7,93,18%,-0.1%,.,.,3%,11%
CC(=O)O[C@@H]1[C@@]2(C)O[C@H]2CC[C@]23O[C@H]2[C@H](OC3=O)C2=C(C)C(=O)O[C@@]21O,-7%,i,7,0%,4.4,77,-3%,0.3%,8,729,13%,1%
O=C(COc1ccc(Cl)cc1)Nc1cnn(Cc2c(Cl)cccc2Cl)c1,-7%,i,51,10%,1.0,53,18%,-0.1%,.,.,3%,9%
COc1ccc(C(=O)Nc2ccccc2N2CCN(C(=O)C(C)C)CC2)cc1Cl,-2%,i,29,1%,1.8,50,-10%,-0.1%,2,752,-1%,6%
COc1ccc(OC)c(S(=O)(=O)Nc2ccccc2SC)c1,-5%,i,33,-13%,-0.8,78,7%,-0.1%,-10,733,13%,2%
Cc1cc(C)c2c(=O)[nH]n(C(C)C)c2n1,-2%,i,47,11%,-0.2,92,7%,-0.1%,0,765,2%,6%
CCOc1ccc(NCc2cccn2-c2nnc(N3CCC(C(=O)NCCCN4CCCCC4)CC3)s2)cc1,-9%,i,19,-4%,0.2,51,9%,-0.4%,-7,684,.,65µM*
CC(C(=O)NCc1ccccc1)N(Cc1ccccc1Cl)C(=O)c1snc(C(N)=O)c1N (centres undefined),-13%,i,47,-3%,1.2,57,-2%,-0.1%,-5,730,18%,3%
Cc1ccc(NC(=O)C2C3C=CC4(O3)C2C(=O)N(CCCN2CCCC2)C4C(=O)NC2CCCCC2)cc1Cl (centres undefined),-7%,i,34,2%,0.6,45,13%,-0.1%,-1,706,10%,7%
CCc1cccc(C)c1NC(=S)N(CCCN1CCN(C)CC1)Cc1cccs1,-9%,i,18,-13%,-0.9,59,-4%,-0.3%,0,730,10%,3%
COC(=O)C1CCN(C(=O)c2cc3c(=O)n4cccc(C)c4nc3n2Cc2ccccc2)CC1,-4%,i,12,7%,1.4,55,4%,-0.2%,1,713,17%,16%
CC(C)(C)C1CCc2sc(C(=O)NNC(=O)CCl)cc2C1 (centres undefined),-4%,.,.,-5%,.,.,3%,-0.3%,-1,705,28%,1%
Cc1nn(C)c(C(=O)N/N=C/c2ccc(-c3ccccc3)cc2)c1Cl,-3%,i,19,3%,2.1,70,2%,0.3%,-9,657,16%,4%
COc1ccc(-c2cn(Cc3cccc(OC)c3)nn2)cc1,-2%,i,14,-1%,-3.9,91,-5%,-0.3%,.,.,17%,11%
COc1ccc(OC)c(S(=O)(=O)N2CCC(C(=O)NCc3ccccc3)CC2)c1,1%,i,56,2%,-0.3,76,-3%,-0.1%,.,.,0%,2%
C1CCN(c2nc3nonc3nc2N2CCCC2)C1,-3%,i,34,2%,-0.4,99,12%,-0.1%,.,.,2%,9%
CC1CCCCC1NC(=O)CCS(=O)(=O)c1cccc2nonc12 (centres undefined),-1%,i,55,-10%,-1.5,73,5%,0.0%,14,717,7%,6%
N#CC1=C(N)OC2=C(C(=O)CC(c3ccco3)C2)C1c1ccc(OCc2c(F)cccc2Cl)cc1 (centres undefined),-3%,i,18,1%,2.9,44,-2%,0.4%,.,.,-2%,14%
CCOC(=O)c1cnn(-c2ccccc2)c1-n1cccc1C(=O)C(=O)N(C)C,-6%,i,9,-5%,0.2,53,17%,-0.3%,8,651,8%,1%
COc1ccccc1OCCNC(=O)c1cc([N+](=O)[O-])cc([N+](=O)[O-])c1,0%,i,2,-8%,0.2,44,-1%,-0.5%,-3,651,4%,2%
Cc1nc2sc3c(c2c(=O)[nH]1)CCC3,-6%,i,3,-19%,-1.8,64,8%,-0.1%,-4,737,3%,10%
Cc1cccc(N2C(=O)CC(N3CCN(c4ccccc4)CC3)C2=O)c1 (centres undefined),-12%,i,16,-4%,-1.1,58,-5%,-0.1%,-2,738,16%,2%
O=C(NCc1ccc(Cl)cc1Cl)C1CC(=O)N(Cc2ccccc2)C1 (centres undefined),-4%,i,48,4%,-1.2,49,15%,2.0%,3,685,4%,7%
O=C(CCCCn1c(=O)[nH]c2ccccc2c1=O)N1CCN(c2cccc(C(F)(F)F)c2)CC1,2%,i,33,10%,8.5,94,11%,-0.1%,.,.,18%,0%
Cc1ccc(NC(=O)c2ccc(Oc3ncccn3)cc2)cc1,-8%,i,41,-2%,-1.1,58,9%,0.5%,4,631,7%,4%
Cc1ccc(C)c(NC(=O)CCC(=O)NNC(=O)COc2cc(C)ccc2C)c1,-5%,i,15,6%,0.3,63,5%,0.0%,-2,643,3%,4%
CCN(CC(=O)Nc1c(F)cccc1F)C(=O)CSCc1c(C)noc1C,.,i,5,.,-0.1,42,.,.,.,.,18%,2%
O=C(c1ccccc1)N1CCN(Cc2ccc3c(c2)OCO3)CC1,-8%,i,27,0%,-0.1,74,0%,0.0%,-3,833,11%,-3%
CCc1ccc(CNC(=O)C(=O)NCC2CCCO2)cc1 (centres undefined),-3%,i,35,-1%,0.6,70,8%,-0.1%,-23,644,1%,-1%
COc1ccc(CCN2C(=O)c3ccncc3C2=O)cc1OC,-2%,i,59,-13%,-0.9,57,-8%,0.9%,.,.,6%,1%
COc1ccc(Nc2ccc(C(=O)O)cc2[N+](=O)[O-])cc1,-2%,i,60,7%,-0.3,73,1%,-0.2%,4,698,13%,5%
COc1ccc(C(=O)N(C)C2CCCN(Cc3ccccc3F)C2)cc1OC (centres undefined),-4%,i,60,24%,-0.9,49,0%,0.2%,-22,827,4%,7%
NCCCC[C@H]1NC(=O)[C@H](CCC(=O)O)NC(=O)c2cc([N+](=O)[O-])cc(I)c2OCC[C@@H](C(N)=O)NC1=O,-1%,i,40,11%,-0.2,98,6%,-0.3%,2,713,7%,.
O=c1cc(-c2ccncc2)oc2c1ccc1ccccc12,-4%,i,10,-5%,1.2,63,-14%,-0.2%,16,812,13%,9%
COC(=O)c1cc(C(=O)c2cc(Cl)ccc2O)coc1=N,-1%,i,31,10%,-1.3,53,10%,0.6%,-8,764,8%,2%
Cc1ccc2c(c1)N(CC(=O)OC(CC(C)C)C(=O)NC1CCCC1)C(=O)CO2 (centres undefined),-5%,i,23,6%,0.6,90,-3%,0.9%,.,.,6%,8%
O=c1c2c(n3nnnc3n1-c1ccccc1)-c1ccccc1CC21CCCC1,0%,i,23,-7%,4.0,57,-9%,0.3%,.,.,-2%,-10%
CC(Oc1ccc(Cl)cc1Cl)C(=O)NCCCCc1ccccc1 (centres undefined),-8%,i,13,-7%,5.8,73,-3%,-0.1%,-3,682,18%,3%
O=C(CCCl)N(Cc1nc2ccccc2c(=O)[nH]1)Cc1cccs1,-1%,i,47,1%,1.6,70,8%,-0.1%,14,757,4%,0%
COc1ccc(-c2nnc(NC(=O)c3cccs3)s2)c(OC)c1,-12%,i,41,0%,0.9,66,13%,0.0%,12,673,14%,-4%
CCCOc1ccccc1C1CC(=O)NC2=C1C(=O)CCC2 (centres undefined),-8%,i,57,0%,2.9,43,-7%,0.6%,.,.,7%,6%
COc1ccc(S(=O)(=O)N2CCN(C(=O)c3ccc([N+](=O)[O-])o3)CC2)cc1,-8%,i,34,-2%,2.5,52,-4%,-0.1%,?,.,10%,7%
COc1ccc(OC)c(C(=O)c2nc3c(n2O)CCCCC3)c1,0%,i,60,-3%,-1.4,55,10%,0.4%,0,737,-5%,9%
Cc1cc(Br)c(NC(=O)CCNC(=O)OCc2ccccc2)cc1C,-6%,i,45,6%,1.4,55,15%,-0.1%,-6,801,5%,5%
COC(=O)c1cccc(CN2C(=O)SC(Nc3ccc(C)cc3)C2=O)c1 (centres undefined),-2%,i,18,1%,3.1,50,0%,-0.1%,-5,735,8%,1%
CCOc1ccc(-n2cnnn2)cc1S(=O)(=O)Nc1c(C)cccc1C,-4%,i,36,8%,0.3,44,13%,0.2%,2,710,0%,2%
Cc1c(C(=O)NCc2ccccn2)sc2nc(-c3ccccc3)cn12,-2%,i,25,-16%,-0.6,86,-3%,-0.1%,16,724,2%,10%

# Bioassay records: PubChem BioAssay, several laboratories
